OX1R antag – OX1R (human) antagonism; O43613; OX1R-expressing cells, FRET antagonist read-out; inhibition, % at 6.6 µM; 330,000 compounds, 1.8% hits; in the data active = inhibition mostly above about 38%, no sharp cut-off; inactive = mostly below about 40%;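 also: 0% = agonist challenge alone and 100% = reference antagonist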
Target sequence (O43613 whole entry, looked up): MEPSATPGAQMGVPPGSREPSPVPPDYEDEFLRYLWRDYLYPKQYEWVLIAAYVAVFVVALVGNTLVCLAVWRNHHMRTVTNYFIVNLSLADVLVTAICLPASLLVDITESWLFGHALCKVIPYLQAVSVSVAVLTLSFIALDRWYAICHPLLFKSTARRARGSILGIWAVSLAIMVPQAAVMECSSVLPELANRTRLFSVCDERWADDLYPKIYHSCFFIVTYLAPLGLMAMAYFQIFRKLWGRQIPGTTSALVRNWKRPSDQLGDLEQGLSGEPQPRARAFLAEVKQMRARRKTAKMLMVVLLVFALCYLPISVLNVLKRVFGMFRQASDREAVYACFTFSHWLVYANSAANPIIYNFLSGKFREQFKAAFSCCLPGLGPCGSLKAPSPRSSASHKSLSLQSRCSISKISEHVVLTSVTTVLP
STK33 inh – inhibitors of human STK33 kinase; purified STK33, MBP phosphorylation, ADP-Glo luminescence; inhibition, % at 10 µM; 320,000 compounds, 0.073% hits;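 active = inhibition at or above 25%, using the most active replicate where run in duplicate; inactive = inhibition below 25%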
Target sequence (Q9BYT3 whole entry, looked up): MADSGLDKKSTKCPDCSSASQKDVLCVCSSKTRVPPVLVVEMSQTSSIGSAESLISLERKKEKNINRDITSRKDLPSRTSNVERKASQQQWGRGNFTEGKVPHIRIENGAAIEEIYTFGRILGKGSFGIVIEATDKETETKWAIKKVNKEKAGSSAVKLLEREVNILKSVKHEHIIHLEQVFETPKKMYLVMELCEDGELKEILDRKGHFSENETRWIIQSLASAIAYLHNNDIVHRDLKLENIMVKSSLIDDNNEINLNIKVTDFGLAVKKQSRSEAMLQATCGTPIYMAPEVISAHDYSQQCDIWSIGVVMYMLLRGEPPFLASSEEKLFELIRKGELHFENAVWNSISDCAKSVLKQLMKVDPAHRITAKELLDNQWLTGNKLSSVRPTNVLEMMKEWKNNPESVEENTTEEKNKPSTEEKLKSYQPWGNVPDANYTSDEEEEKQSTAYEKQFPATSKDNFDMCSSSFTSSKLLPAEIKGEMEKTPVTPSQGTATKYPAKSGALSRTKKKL
KCNQ2 block – KCNQ2 potassium channel inhibitors, primary screen, cell-based, CHO-K1, FluxOR thallium flux, B-score (AID 2156); O88943; 20 min; hits give low values; B-score at 10 µM; 310,000 compounds, 1.1% hits;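 active = fluorescence ratio B-score at most minus 3 library SDs, with starting brightness B-score within 2 library SDs, cut at about -5.5 in these data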
Starred values were filed as active, the others as inactive.

For NC(=O)c1ccc(NC(=O)COC(=O)CNC(=O)c2sc3ccccc3c2Cl)cc1 the results were OX1R antag -1 and STK33 inh 0.2.
`Cc1ccc(S(=O)(=O)c2c(C)nn(C(C)(C)C)c2OC(=O)C(C)(C)C)cc1` gave OX1R antag 10, STK33 inh -0.2 and KCNQ2 block inactive.
For Cc1cc(C)nc(N2CCC(C(=O)NC3CCCc4ccccc43)CC2)n1 (stereo not given) the results were OX1R antag 15, STK33 inh 0.2 and KCNQ2 block inactive.
Screening COC(=O)c1ccc(NC(=O)c2cccc(N3C(=O)C4C5C=CC(C6CC56)C4C3=O)c2)cc1 (stereo not given) returned OX1R antag 18, STK33 inh 0.3 and KCNQ2 block inactive.
Screening O=C(Oc1ccc(Br)cc1C(=S)N1CCCC1)c1ccccc1F returned OX1R antag 18, STK33 inh -0.2 and KCNQ2 block inactive.
For CCc1cccc(NC(=O)CCCn2c(=O)[nH]c3ccsc3c2=O)c1 the results were OX1R antag 15, STK33 inh -0.7 and KCNQ2 block inactive.
`CCOC(=O)N1CCN(C(=O)CS(=O)(=O)c2cn(Cc3ccccc3C)c3ccccc23)CC1` gave OX1R antag 26, STK33 inh -0.4 and KCNQ2 block inactive.
O=C(O)CC(NNC(=O)c1ccccc1)C(=O)Nc1cccc([N+](=O)[O-])c1 (stereo not given) was read as OX1R antag 32, STK33 inh -1.6 and KCNQ2 block inactive.
Screening CCN1C(=O)[C@H]2[C@@H](c3ccc(-c4cc(C(C)=O)cs4)cc3)N[C@@](Cc3ccccc3)(C(=O)OC)[C@H]2C1=O returned OX1R antag 9 and STK33 inh 0.0.
`COc1ccccc1NS(=O)(=O)c1ccc(C(=O)N2CC(C)OC(C)C2)cc1` (stereo not given) gave OX1R antag 5 and STK33 inh -0.8.
Screening CCOC(=O)CC(NC(=O)c1cc2ccccc2oc1=O)c1cccc([N+](=O)[O-])c1 (stereo not given) returned OX1R antag 18 and KCNQ2 block inactive.
For O=C1Cc2ccccc2C(=O)N1CCc1ccccc1 the results were OX1R antag 7, STK33 inh -1.6 and KCNQ2 block inactive.
Screening Cc1cccc(C)c1NC(=O)COC(=O)c1ccc2[nH]c3c(c2c1)CCCC3 returned OX1R antag 34, STK33 inh -0.3 and KCNQ2 block inactive.
O=C(NCC1CCCO1)C(c1cccnc1)N(C(=O)Cc1cccs1)c1ccccc1 (stereo not given) was read as OX1R antag 18, STK33 inh -0.4 and KCNQ2 block inactive.
Cc1ccc(C2C(C#N)=C(N)Oc3nc(-c4ccccc4)[nH]c32)o1 (stereo not given) was read as OX1R antag 23, STK33 inh 2.2 and KCNQ2 block inactive.
`O=C(CN(c1ccccn1)S(=O)(=O)c1ccc(F)cc1)Nc1ccccc1` gave OX1R antag 13, STK33 inh -1.9 and KCNQ2 block inactive.
For O=C(c1cc2ccccc2oc1=O)N(Cc1ccco1)C1CCS(=O)(=O)C1 (stereo not given) the results were OX1R antag 16, STK33 inh -1.4 and KCNQ2 block inactive.
`Cc1cccc(C)c1NC(=O)C1(NC(=O)C2CCCN2C(=O)OC(C)(C)C)CCCCC1` (stereo not given) gave OX1R antag 10, STK33 inh -1.5 and KCNQ2 block inactive.
Cn1c(CO)cnc1S(=O)(=O)Cc1ccc(Cl)cc1 was read as OX1R antag 7, STK33 inh -2.4 and KCNQ2 block inactive.
Screening O=C(CSc1ccc(Cl)cc1)Nc1ccc(C2SCCS2)cc1 returned OX1R antag 7, STK33 inh -1.8 and KCNQ2 block inactive.
For CCCn1cc(SCC(=O)Nc2nnc(C)s2)c2ccccc21 the results were OX1R antag 7, STK33 inh 0.2 and KCNQ2 block inactive.
For Cc1ccc(CNC(=O)c2oc3ccc(S(=O)(=O)N4CCOCC4)cc3c2C)cc1 the results were OX1R antag -4, STK33 inh -2.3 and KCNQ2 block inactive.
`C=CCNc1nc(-c2c(C)nc3sccn23)cs1` gave OX1R antag 24, STK33 inh 1.6 and KCNQ2 block inactive.
For C[C@@H]1CC=C[C@H]2[C@H]1C(=O)N(Cc1ccccc1)[C@H]2c1ccoc1 the results were OX1R antag 19, STK33 inh 0.7 and KCNQ2 block inactive.
`CCOC(=O)C(C)On1c(-c2ccc(Cl)cc2)nc2ccc([N+](=O)[O-])cc21` (stereo not given) gave OX1R antag 37, STK33 inh 3.1 and KCNQ2 block inactive.
CN(CC(=O)NC(=O)NCc1ccccc1)Cc1ccc(Cl)c(Cl)c1 was read as OX1R antag 19, STK33 inh -1.8 and KCNQ2 block inactive.
For COc1cccc(OC)c1-c1nn2c(-c3ccccc3Cl)nnc2s1 the results were OX1R antag 6, STK33 inh -0.8 and KCNQ2 block inactive.
`O=C1OCC=C1NNC(=O)c1cccnc1` gave OX1R antag 3, STK33 inh -0.5 and KCNQ2 block inactive.
`Cc1ccc(NC(=O)C2CCC(CNc3c(N4CCC(C)CC4)c(=O)c3=O)CC2)cc1F` (stereo not given) gave OX1R antag 8, STK33 inh -0.9 and KCNQ2 block inactive.
`CCc1nc(SCC(=O)c2ccccc2)c2c(=O)n(C)c(=O)n(C)c2n1` gave OX1R antag 22, STK33 inh 0.2 and KCNQ2 block inactive.
Screening CC1(C)SC(=S)N(/N=C/c2ccccc2O)C1N(O)C(=O)Nc1ccccc1 (stereo not given) returned OX1R antag 18, STK33 inh -1.2 and KCNQ2 block inactive.
For CCOC(=O)Cc1nnc(NC(=O)CC)s1 the results were OX1R antag 4, STK33 inh -2.5 and KCNQ2 block inactive.
Screening Cc1ccc(NC(=S)N2CCC(NC(=O)c3ccco3)CC2)cc1C returned OX1R antag 13, STK33 inh 0.7 and KCNQ2 block inactive.
For COc1c(N2CCN(C(=S)Nc3ccc(F)cc3)C(C)C2)c(F)cc2c(=O)c(C(=O)O)cn(C3CC3)c12 (stereo not given) the results were OX1R antag 8, STK33 inh -0.9 and KCNQ2 block inactive.
Screening CC12CC3CC(C)(C1)CC(C(=O)Nc1nncs1)(C3)C2 returned OX1R antag 8, STK33 inh 0.5 and KCNQ2 block inactive.
`CC(/C=N/NC(=O)c1nnn(-c2nonc2N)c1CN(C)C)=C\c1ccco1` gave OX1R antag 9, STK33 inh -0.5 and KCNQ2 block inactive.
Screening O=C(CCn1cccc1)NC1CCCc2ccccc21 (stereo not given) returned OX1R antag 10, STK33 inh 0.3 and KCNQ2 block inactive.
`CCOn1c(=O)c(=O)n(OC)c2ccccc21` gave OX1R antag 34, STK33 inh -0.7 and KCNQ2 block inactive.
Screening O=C(NCc1ccccc1Cl)C1CCN(C(=O)c2sccc2-n2cccc2)CC1 returned OX1R antag 18, STK33 inh 0.2 and KCNQ2 block inactive.
For N#Cc1cc(C(=O)c2cc(Br)ccc2O)cn(C2CC2)c1=O the results were OX1R antag 25, STK33 inh -1.2 and KCNQ2 block inactive.
For Cc1ccc(S(=O)(=O)N2CCN(C(=O)CCn3cncn3)CC2)cc1C the results were OX1R antag 10, STK33 inh 1.2 and KCNQ2 block inactive.
COc1cccc(NC(=S)NN=C2CCC(C(C)(C)C)CC2)c1 (stereo not given) was read as OX1R antag 16, STK33 inh 0.2 and KCNQ2 block inactive.
Screening COc1ccccc1CC(=O)N1CCCc2ccccc21 returned OX1R antag 13, STK33 inh 0.0 and KCNQ2 block inactive.
For COc1ccc(S(=O)(=O)N(C)c2ccc(C(=O)N3CCCCC3)cc2)cc1 the results were OX1R antag 1, STK33 inh 1.7 and KCNQ2 block inactive.
Screening COC(=O)Cc1c(C)c2ccc(OCC(=O)N3CCC(C)CC3)c(C)c2oc1=O returned OX1R antag 34, STK33 inh -0.8 and KCNQ2 block inactive.
COc1cc(CNCC(C)C)cc(Br)c1OCC(=O)Nc1ccccc1 was read as OX1R antag 4, STK33 inh 4.8 and KCNQ2 block inactive.
Screening CCn1c(C)nc2cc(C#N)ccc21 returned OX1R antag 7, STK33 inh -0.8 and KCNQ2 block inactive.
Cc1ccc(NC(=O)C(NCc2ccccn2)c2ccccc2)cc1 (stereo not given) was read as OX1R antag 22, STK33 inh -0.9 and KCNQ2 block inactive.
Screening CC1(C)CC2(CC(C)(C)N1)OC(=O)N1CCc3ccccc3C12C (stereo not given) returned OX1R antag 4, STK33 inh 0.4 and KCNQ2 block inactive.
Screening O=C(c1ccc2ccccc2n1)N(CCO)Cc1ccccc1 returned OX1R antag 1, STK33 inh -0.3 and KCNQ2 block inactive.
Screening CC(NC(=O)COC(=O)C1CCN(c2ccc(C(F)(F)F)cn2)CC1)c1ccc(Br)cc1 (stereo not given) returned OX1R antag 4, STK33 inh -1.0 and KCNQ2 block inactive.
For O=C(/C=C\Nc1ccc2c(c1)OCO2)c1ccccn1 the results were OX1R antag 22, STK33 inh 0.3 and KCNQ2 block inactive.
`O=C(O)C1Cc2ccccc2CN1C(=O)COc1ccc(Cl)cc1Cl` (stereo not given) gave OX1R antag 25, STK33 inh -1.0 and KCNQ2 block inactive.
`COc1ccc(CCNC(C)=O)cc1` gave OX1R antag 8, STK33 inh 0.3 and KCNQ2 block inactive.
`O=C(COC(=O)CNC(=O)c1cccc(Br)c1)Nc1nnc(-c2ccccc2)o1` gave OX1R antag -4 and STK33 inh -0.5.
For CCCn1c(SCC(=O)N2CCCC(C)C2)nnc1-c1cccnc1 (stereo not given) the results were OX1R antag 9, STK33 inh -1.6 and KCNQ2 block inactive.
`CC(C)(CC(=O)O)Cc1nc(-c2ccc(Cl)cc2)no1` gave OX1R antag 5, STK33 inh 1.6 and KCNQ2 block inactive.
COC(=O)C1C(=O)NC(SC)=C(C#N)C1c1ccccc1 (stereo not given) was read as OX1R antag 29, STK33 inh -0.3 and KCNQ2 block inactive.
Screening CCc1nc2ccccc2c(C(=O)OCC(=O)NC(=O)c2cccn2C)c1C returned OX1R antag 59, STK33 inh 1.0 and KCNQ2 block -5.6*.
`CC1c2cccn2CCN1S(=O)(=O)c1ccc(F)cc1` (stereo not given) gave OX1R antag 0 and STK33 inh -0.7.

Taken from the entries so far, 12 compounds:
For Cc1ccc(S(=O)(=O)N2CCN(C(=O)CCn3cncn3)CC2)cc1C the results were OX1R antag 10, STK33 inh 1.2 and KCNQ2 block inactive.
COc1cccc(NC(=S)NN=C2CCC(C(C)(C)C)CC2)c1 (stereo not given) was read as OX1R antag 16, STK33 inh 0.2 and KCNQ2 block inactive.
Screening COc1ccccc1CC(=O)N1CCCc2ccccc21 returned OX1R antag 13, STK33 inh 0.0 and KCNQ2 block inactive.
For COc1ccc(S(=O)(=O)N(C)c2ccc(C(=O)N3CCCCC3)cc2)cc1 the results were OX1R antag 1, STK33 inh 1.7 and KCNQ2 block inactive.
Screening COC(=O)Cc1c(C)c2ccc(OCC(=O)N3CCC(C)CC3)c(C)c2oc1=O returned OX1R antag 34, STK33 inh -0.8 and KCNQ2 block inactive.
COc1cc(CNCC(C)C)cc(Br)c1OCC(=O)Nc1ccccc1 was read as OX1R antag 4, STK33 inh 4.8 and KCNQ2 block inactive.
Screening CCn1c(C)nc2cc(C#N)ccc21 returned OX1R antag 7, STK33 inh -0.8 and KCNQ2 block inactive.
Cc1ccc(NC(=O)C(NCc2ccccn2)c2ccccc2)cc1 (stereo not given) was read as OX1R antag 22, STK33 inh -0.9 and KCNQ2 block inactive.
Screening CC1(C)CC2(CC(C)(C)N1)OC(=O)N1CCc3ccccc3C12C (stereo not given) returned OX1R antag 4, STK33 inh 0.4 and KCNQ2 block inactive.
Screening O=C(c1ccc2ccccc2n1)N(CCO)Cc1ccccc1 returned OX1R antag 1, STK33 inh -0.3 and KCNQ2 block inactive.
Screening CC(NC(=O)COC(=O)C1CCN(c2ccc(C(F)(F)F)cn2)CC1)c1ccc(Br)cc1 (stereo not given) returned OX1R antag 4, STK33 inh -1.0 and KCNQ2 block inactive.
For O=C(/C=C\Nc1ccc2c(c1)OCO2)c1ccccn1 the results were OX1R antag 22, STK33 inh 0.3 and KCNQ2 block inactive.

New compounds follow.
For COc1ccc(-c2csc(-c3ccc(C(=O)O)cc3)n2)cc1 the results were OX1R antag 20, STK33 inh 7.4 and KCNQ2 block inactive.
`O=C(CNC(=O)c1ccccc1Cl)OCC(=O)N1CCc2ccccc21` gave OX1R antag 20, STK33 inh -1.2 and KCNQ2 block inactive.
`Cn1cnnc1SCC(=O)Nc1ccc2nc(SCc3ccccc3Cl)sc2c1` gave OX1R antag 18, STK33 inh -0.7 and KCNQ2 block inactive.
`COc1ccc(NC(=O)CCSCCc2ccccn2)cc1OC` gave OX1R antag 7, STK33 inh -1.7 and KCNQ2 block inactive.
For COc1ccc(NC(=O)C(Cc2ccccc2)n2cccc2)cc1OC (stereo not given) the results were OX1R antag 10, STK33 inh 0.7 and KCNQ2 block inactive.
`CCOC(=O)C1CSC(CC(=O)Nc2ccc(Cl)cc2)C(=O)N1` (stereo not given) gave OX1R antag -2, STK33 inh -1.6 and KCNQ2 block inactive.
Screening COc1cc(C(N)=O)cc(Br)c1OC returned OX1R antag 23, STK33 inh 1.1 and KCNQ2 block inactive.
CCOC(=O)N1CCN(S(=O)(=O)N2CCCC(C(=O)NCc3ccc(OC)cc3)C2)CC1 (stereo not given) was read as OX1R antag 7, STK33 inh -1.8 and KCNQ2 block inactive.
For COc1ccc(N2C(=O)C3CCCN3C2c2ccc(F)cc2)cc1Cl (stereo not given) the results were OX1R antag 9, STK33 inh -0.8 and KCNQ2 block inactive.
For CNC(=S)N(Cc1ccc(Cl)cc1)Cc1cccs1 the results were OX1R antag 13, STK33 inh -1.7 and KCNQ2 block inactive.
Screening CCSc1nc2ccccc2n1C(=O)c1ccc(S(=O)(=O)N2CCCCC2)cc1 returned OX1R antag 5, STK33 inh -0.3 and KCNQ2 block inactive.
